# Compound activity as filed in PubChem.
# Calpain2 inh: calpain II (pig) inhibition | purified calpain II, fluorogenic peptide substrate, 30 min | inhibition, % at 16 µM | 0.37% of 220,000 active;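 active = inhibition above about 50%, limit read from the data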
# PERK inh: blocks human PERK kinase. Q9NZJ5. 0.17% of 220,000 active. CHO PERK-DD fusion, SEAP luminescence translation reporter. inhibition, % at 5.6 µM;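 active = inhibition above the mean inhibition of all tested compounds plus 3 SD, set separately per screening campaign, cut at about 2.9% in these data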;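 also: PERK kinase domain activated by AP20187 dimerizer at 100 nM; 0% = DMSO with dimerizer and 100% = rapamycin at 8.4 µM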
# FXIIa inh: factor XIIa (human) inhibition | purified FXIIa, Boc-QGR-AMC fluorogenic substrate, 2 h | inhibition, % at 5 µM | 0.3% of 220,000 active; in the data active = inhibition above about 40%;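 also: 0% = enzyme with no compound and 100% = blank without enzyme; many of its hits are not listed in these tables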
# KCC2 mod: modulates chloride dependent transport by human KCC2 | B-score of Tl+ flux slope (higher = more flux/activation; lower = inhibition) at 10 µM | Q9H2X9 | KCC2 cells, thallium flux FluoZin-2 fluorescence | 2.2% of 190,000 active | AID 1456;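 active = thallium flux slope and its plate-corrected score both differing from the plate sample mean at a set confidence after two filtering rounds, in either direction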;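 also: slope of fluorescence scaled to starting intensity during 10 to 20 s after thallium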
# Target sequence (Q9H2X9 whole entry, looked up): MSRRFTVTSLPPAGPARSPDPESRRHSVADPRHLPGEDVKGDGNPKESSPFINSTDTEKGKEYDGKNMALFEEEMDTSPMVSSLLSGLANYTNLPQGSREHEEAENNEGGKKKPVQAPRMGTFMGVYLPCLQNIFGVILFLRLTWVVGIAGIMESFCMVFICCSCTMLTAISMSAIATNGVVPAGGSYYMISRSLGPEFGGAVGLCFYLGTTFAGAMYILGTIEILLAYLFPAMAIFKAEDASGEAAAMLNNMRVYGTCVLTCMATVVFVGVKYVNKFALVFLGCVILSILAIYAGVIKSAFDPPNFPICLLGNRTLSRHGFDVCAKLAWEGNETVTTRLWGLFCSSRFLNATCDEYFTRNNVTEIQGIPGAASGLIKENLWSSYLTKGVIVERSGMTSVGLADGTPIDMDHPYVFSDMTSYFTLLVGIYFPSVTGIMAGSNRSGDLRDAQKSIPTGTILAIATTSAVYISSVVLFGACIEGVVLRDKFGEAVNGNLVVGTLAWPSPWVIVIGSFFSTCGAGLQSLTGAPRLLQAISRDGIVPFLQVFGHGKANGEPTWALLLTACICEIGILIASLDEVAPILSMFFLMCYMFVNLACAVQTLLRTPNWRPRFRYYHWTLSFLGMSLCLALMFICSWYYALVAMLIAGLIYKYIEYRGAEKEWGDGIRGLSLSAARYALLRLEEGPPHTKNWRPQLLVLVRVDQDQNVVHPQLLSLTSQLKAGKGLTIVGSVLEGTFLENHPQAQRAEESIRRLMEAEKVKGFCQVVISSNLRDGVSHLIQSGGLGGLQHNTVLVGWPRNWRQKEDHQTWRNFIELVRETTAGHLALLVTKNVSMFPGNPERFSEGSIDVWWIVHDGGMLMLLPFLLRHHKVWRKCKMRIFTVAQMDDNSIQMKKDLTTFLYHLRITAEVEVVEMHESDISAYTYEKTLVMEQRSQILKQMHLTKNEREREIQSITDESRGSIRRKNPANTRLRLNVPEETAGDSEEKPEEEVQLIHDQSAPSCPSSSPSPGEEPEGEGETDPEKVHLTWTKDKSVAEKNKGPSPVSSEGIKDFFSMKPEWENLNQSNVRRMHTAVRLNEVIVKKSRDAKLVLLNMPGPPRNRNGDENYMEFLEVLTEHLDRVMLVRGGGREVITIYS
# thrombin 1536: thrombin (human) inhibition. alpha-thrombin, Boc-VPR-AMC fluorogenic substrate cleavage. inhibition, % at 5 µM. P00734. 0.26% of 220,000 active;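 active = inhibition at or above 40%; inactive = inhibition below 40%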;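 also: 0% = enzyme with no compound and 100% = wells without enzyme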
#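 System: Human alpha-thrombin protein | Medium: pH 7.5 Tris (50 mM) with NaCl 150 mM, Tween 20 0.05% | Times: Enzyme reaction carried out at room temperature | Detection: AMC fluorescence, 355/460 nm | Evaluation: Percent inhibition scaled between no-compound controls and no-enzyme blanks | Benchmarks: Enzyme without compound as high, wells lacking enzyme as low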
# Furin inh: human furin inhibition. 0.061% of 220,000 active. inhibition, % at 30 µM. AID 463115. purified furin, fluorogenic substrate cleavage. P09958; in the data active = inhibition above about 25%; also: inactives centre near -15
# hK5 inh: inhibitors of human kallikrein 5. Q9Y337. recombinant hK5, fluorogenic AMC substrate cleavage. inhibition, % at 5 µM. 0.59% of 210,000 active. AID 873;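 active = inhibition of 40% or more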;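 also: 0% = enzyme controls without compound and 100% = no-enzyme blanks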
# Rad51 HR inh: Rad51 (human) homologous recombination inhibition; Q06609; hRad51 DNA strand exchange, fluorescence dequenching; 0.085% of 200,000 active; inhibition, % at 10 µM;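 active = inhibition above 40% at the single screening dose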;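 also: 0% = DMSO control wells and 100% = blanks with heterologous ssDNA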
#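 Assay system: Human Rad51 nucleoprotein filaments preassembled on unlabelled ssDNA | Reagent: Donor/quencher-labelled 47-bp dsDNA substrate | Doses: One concentration, 10 µM final | Times: 37 °C 15-min filament assembly, 30-min compound preincubation, 15-min exchange | Technique: Fluorescein emission 520 nm, excitation 485 nm | Benchmarks: Plate control and blank wells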
# FXIa inh 1536: inhibitors of human coagulation factor XIa. 0.14% of 220,000 active. inhibition, % at 5 µM. purified FXIa, Boc-Glu-Ala-Arg-AMC fluorogenic substrate. AID 798;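 active = inhibition of at least 40%; inactive = inhibition below 40%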;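 also: fluorescence of freed AMC excited at 355 nm; 0% = enzyme without compound and 100% = no enzyme blank; many of its hits are not listed in these tables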
# * marks the source's active call; other numbers are inactive results; · = not tested or not shown; [ ] = dose if it differs, or a comment. This is a subset, so the mix of outcomes need not match the whole.
mol | Calpain2 inh | PERK inh | FXIIa inh | KCC2 mod | thrombin 1536 | Furin inh | hK5 inh | Rad51 HR inh | FXIa inh 1536
O=C1NC2(CCCC2)Oc2ccccc21 | -24 | 0.5 | 12 | 0.0076 | 3 | -25 | 2 | 13 | -3
CCOC(=O)N1CCN(C(=O)CCn2nc(-c3ccc(Cl)cc3)ccc2=O)CC1 | 7 | -0.9 | 8 | · | -3 | -9 | -31 | 3 | -1
CN(C)S(=O)(=O)c1ccc(-c2csc(N/N=C/c3ccc(O)cc3)n2)cc1 | -18 | -1.3 | 10 | 0.032 | 1 | -14 | 2 | 6 | 2
O=C(c1ccccc1F)N1CCN(c2cnn(-c3cccc(Cl)c3)c(=O)c2Cl)CC1 | 21 | 0.2 | -1 | -0.092 | 4 | -27 | -17 | 5 | -5
Cc1cccc(C)c1Nc1nnc(SCc2nc3ccccc3c(=O)[nH]2)s1 | 16 | -1.6 | 9 | -0.41 | -2 | -5 | 6 | · | 10
CCN(CC)CCCNC(=O)c1sc2nc(-c3ccc(F)cc3)cn2c1C | 21 | -0.8 | 14 | -0.065 | 6 | -18 | 19 | -3 | -2
CCOC(=O)N1CCN(C(=O)c2ccc(Oc3ccc([N+](=O)[O-])cc3)cc2)CC1 | 37 | -0.3 | 0 | -2.3 | -4 | -5 | -10 | 7 | -14
Cc1ccc(-c2ccc(CCC(=O)O)n2Cc2ccco2)cc1 | -40 | -0.3 | 16 | · | 4 | -10[20 µM] | -7 | 13 | 7
Cc1cc(Nc2ccc(C)c(F)c2)n2ncnc2n1 | -1 | 0.8 | 1 | -0.7 | -2 | -15 | -13 | -9 | -1
O=C(CS(=O)(=O)c1ccc(C(F)(F)F)cn1)NNC(=O)c1ccccc1 | 6 | 0.9 | 5 | -0.1 | -6 | 5 | -7 | -1 | 2
CCCOc1ccc(CC(CC(=O)O)(C(=O)O)C(=O)O)cc1 | -26 | 1.8 | 15 | -0.34 | 5 | -3 | -9 | 1 | 5
CCn1nc(C(=O)Nc2ccccc2C)c(Cl)c1Cl | 3 | -1.3 | 12 | -0.088 | 2 | 4[20 µM] | 7 | -8 | -4

# Next section (2 carried over from the part before).
mol | Calpain2 inh | PERK inh | FXIIa inh | KCC2 mod | thrombin 1536 | Furin inh | hK5 inh | Rad51 HR inh | FXIa inh 1536
CCCOc1ccc(CC(CC(=O)O)(C(=O)O)C(=O)O)cc1 | -26 | 1.8 | 15 | -0.34 | 5 | -3 | -9 | 1 | 5
CCn1nc(C(=O)Nc2ccccc2C)c(Cl)c1Cl | 3 | -1.3 | 12 | -0.088 | 2 | 4[20 µM] | 7 | -8 | -4
Cc1ccc(NC(=O)CSc2nnc(-c3cnccn3)n2Cc2ccco2)cc1C | 8 | -1.2 | 19 | -0.94 | -5 | -14[20 µM] | -14 | -5 | 3
Cc1cccc(NC(=O)c2nc(-c3ccccc3)n(-c3ccccc3)n2)c1C | 26 | -0.7 | 4 | -0.092 | -7 | -18[20 µM] | -10 | 1 | -3
Cc1cc(/C=C2\C(=N)N3N=C(c4ccco4)SC3=NC2=O)c(C)n1Cc1ccccc1 | -26 | -0.1 | 8 | 3.2 | -1 | -1 | 3 | -9 | 7
Fc1ccc(Cc2nnc(-c3cccs3)o2)cc1 | 21 | 0.4 | -6 | -0.46 | 12 | -17 | 15 | 2 | -10
Cc1nn(C(C)(C)C)c(OC(=O)c2ccco2)c1Sc1ccccc1 | 5 | 1.4 | 15 | 0.25 | 3 | -18[20 µM] | -21 | -4 | 3
O=C(NC(Cc1ccccc1)C(=O)O)/C(=C/c1ccc(Cl)cc1)NC(=O)c1ccccc1 (stereo unspecified) | -22 | 0.1 | 9 | 0.69 | -7 | -25 | 12 | 26 | 3
Cc1ccc(-n2c(SCC(=O)OC(C)C)nnc2-c2cnccn2)cc1 | -44 | 1.0 | 11 | · | -1 | -18 | 1 | -3 | 4
CCCCCOc1ccc(/C=C/C(=O)NCCc2nc3ccccc3[nH]2)cc1OC | -152 | -0.3 | 6 | 1.2 | -4 | -21 | -20 | 9 | 0
COc1ccc(C2CC(=O)C(C=NCCCN3CCOCC3)=C(O)C2)cc1 (stereo unspecified) | -6 | 0.5 | 7 | -0.82 | -8 | -26[20 µM] | -6 | -4 | 2
Cc1ccc(N(C)C(=O)C2CCCN2S(=O)(=O)c2cccc3nsnc23)cc1 (stereo unspecified) | 4 | -2.2 | 10 | -1.2 | 1 | -8 | 3 | -4 | 2
COc1cc(NC(=O)c2ccc3c(SCC(=O)O)c4c(nc3c2)CCCC4)cc(OC)c1OC | -87 | 2.5 | 5 | 0.7 | 0 | -8 | -11 | -17 | -1
O=c1c2ccccc2c(/C=N/c2ncn[nH]2)c(O)n1Cc1ccccc1 | -25 | -1.6 | 6 | 0.0045 | -1 | -17 | -57 | 1 | -7

# Results in thrombin 1536 (3 entries from above):
molecule,thrombin 1536
Cc1nn(C(C)(C)C)c(OC(=O)c2ccco2)c1Sc1ccccc1,3
O=C(NC(Cc1ccccc1)C(=O)O)/C(=C/c1ccc(Cl)cc1)NC(=O)c1ccccc1 (stereo unspecified),-7
Cc1ccc(-n2c(SCC(=O)OC(C)C)nnc2-c2cnccn2)cc1,-1

# Complete entries, quoted from the list:
# Shown for CCCCCOc1ccc(/C=C/C(=O)NCCc2nc3ccccc3[nH]2)cc1OC : Calpain2 inh: -152; PERK inh: -0.3; FXIIa inh: 6; KCC2 mod: 1.2; thrombin 1536: -4; Furin inh: -21; hK5 inh: -20; Rad51 HR inh: 9; FXIa inh 1536: 0
# Shown for Cc1ccc(NC(=O)CSc2nnc(-c3cnccn3)n2Cc2ccco2)cc1C : Calpain2 inh: 8; PERK inh: -1.2; FXIIa inh: 19; KCC2 mod: -0.94; thrombin 1536: -5; Furin inh: -14[20 µM]; hK5 inh: -14; Rad51 HR inh: -5; FXIa inh 1536: 3
# Shown for Cc1cccc(NC(=O)c2nc(-c3ccccc3)n(-c3ccccc3)n2)c1C : Calpain2 inh: 26; PERK inh: -0.7; FXIIa inh: 4; KCC2 mod: -0.092; thrombin 1536: -7; Furin inh: -18[20 µM]; hK5 inh: -10; Rad51 HR inh: 1; FXIa inh 1536: -3

# Carrying on:
mol | Calpain2 inh | PERK inh | FXIIa inh | KCC2 mod | thrombin 1536 | Furin inh | hK5 inh | Rad51 HR inh | FXIa inh 1536
NCCCCCC(=O)N/N=C/c1coc2ccccc2c1=O | -19 | 0.6 | 6 | -2.3 | -6 | -20 | -3 | 7 | -3
O=C(N/C(=C\c1cn(-c2ccccc2)nc1-c1ccccc1)C(=O)N1CCOCC1)c1ccccc1 | -29 | 0.4 | -3 | 0.073 | 6 | -17 | 0 | -3 | 6
CCOc1ccc(N2C(=O)CC(SC(=NC)Nc3ccc4c(c3)OCO4)C2=O)cc1 (stereo unspecified) | 2 | 0.3 | 16 | 0.069 | 0 | -7[20 µM] | -19 | 1 | 17
Cc1ccc(C)c(NC(=O)COC(=O)CCc2ccc(S(=O)(=O)N3CCOCC3)cc2)c1 | -8 | 0.7 | 9 | 0.87 | -8 | -20 | -2 | 5 | -1
Cc1c(C(=O)NCc2ccccn2)oc2ccc(S(=O)(=O)N3CCOCC3)cc12 | -15 | -0.4 | 18 | 5.2* | -1 | -7 | -8 | · | 5
CCCCNS(=O)(=O)c1ccc(S(=O)(=O)NCc2ccncc2)cc1 | 16 | -0.1 | 9 | 0.64 | -1 | -15[20 µM] | -7 | 0 | -2
O=C1CC(C(=O)O)S/C(=N\NC(=O)c2ccccc2)N1 (stereo unspecified) | 7 | 1.5 | 2 | · | 1 | -7[20 µM] | -27 | 5 | 0
CC(=O)N(C1CC(C)C(C#N)(C#N)C1(C#N)C#N)N(C)C (stereo unspecified) | 8 | -0.1 | 9 | -0.4 | -2 | -27 | 5 | 4 | 2
C=CCSc1n[nH]c2nc3c(c(=O)n12)C1(CCCC1)Cc1ccccc1-3 | -102 | 0.1 | 12 | · | -1 | -15[20 µM] | -11 | · | 1
CCOC(CC(=O)NNC(=O)c1c(-c2c(Cl)cccc2Cl)noc1C)OCC | 16 | 1.3 | 1 | -0.67 | -4 | -20 | -6 | -9 | -6
CCCc1cc2c(=O)c(-c3ccc4c(c3)OCCO4)coc2cc1OS(C)(=O)=O | 13 | -0.2 | 15 | 0.29 | -4 | -14 | -11 | 3 | 7
C/C(Cn1nnc([N+](=O)[O-])n1)=N\NC(=O)c1cccc(Cl)c1 | -15 | 0.6 | 8 | -0.0026 | 0 | -11[20 µM] | -30 | -6 | 2

# Remaining list, next part
mol | Calpain2 inh | PERK inh | FXIIa inh | KCC2 mod | thrombin 1536 | Furin inh | hK5 inh | Rad51 HR inh | FXIa inh 1536
CCCn1c2ccccc2c2nnc(SCC(=O)Nc3ncccn3)nc21 | -52 | -0.1 | 9 | 0.54 | 6 | -4[20 µM] | -6 | -3 | 3
Cc1cc(C(=O)OCC(=O)NCc2ccc(Cl)cc2)c(C)o1 | 1 | 1.1 | -8 | -0.7 | -4 | -26 | -8 | 1 | -1
COC(=O)Nc1nnc(-c2ccc(OC)cc2)s1 | -32 | 0.0 | 0 | -0.071 | -13 | -15 | -5 | · | -5
N#Cc1ccc2ccn(CC(=O)NC3CCCCC3)c2c1 | · | 0.1 | -14 | 0.55 | -4 | -14 | -11 | -10 | -12
Cn1c(CCNC(=O)c2ccccc2Cl)n[nH]c1=S | -5 | 0.8 | 11 | · | -1 | -16[20 µM] | 0 | -3 | 15
COc1cccc(-c2noc(CCC(=O)Nc3cccnc3)n2)c1 | -12 | -1.3 | 6 | 0.97 | -6 | -9 | -8 | 1 | -5
CCC1S/C(=N/N=C/c2ccco2)N(c2ccc(F)cc2)C1=O (stereo unspecified) | -3 | -0.1 | 8 | 2.1 | -2 | -26 | -8 | · | -3
CC1CCN(S(=O)(=O)c2ccc3c(c2)c(=O)c(C(=O)NC2CCCC2)cn3C)CC1 | -43 | 0.0 | 18 | · | -1 | -11 | -9 | 4 | 2
CCOC(=O)c1cc(-c2ccc(F)cc2)n(CC(=O)NC(C)CC)c1C (stereo unspecified) | 5 | 0.1 | 1 | 0.37 | -9 | -15 | -6 | -1 | -5
Cc1cccc(C)c1OC1(c2ccccc2)OC(=O)c2ccccc21 (stereo unspecified) | 20 | -0.1 | 6 | -0.57 | -6 | -16[20 µM] | 6 | -2 | -8
Cc1cccc(NC(=S)NCC(c2cccnc2)N(C)C)c1 (stereo unspecified) | 3 | 0.7 | 5 | 0.28 | -5 | -8 | -8 | -6 | 3
CCOc1ccc(C(=O)c2cc([N+](=O)[O-])ccc2N2CCOCC2)cc1 | 3 | -1.6 | 15 | 0.12 | 2 | 0 | -9 | · | 8
